OX1R antag-1 = antagonists of human orexin 1 receptor (OX1R); OX1R-expressing cells, FRET antagonist read-out; inhibition, % at 6.6 µM; actives 1.8% (n = 330,000); AID 485270; in the data active = inhibition mostly above about 38%, no sharp cut-off; inactive = mostly below about 40%;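 also: 0% = agonist challenge alone and 100% = reference antagonist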
Target sequence (O43613 whole entry, looked up): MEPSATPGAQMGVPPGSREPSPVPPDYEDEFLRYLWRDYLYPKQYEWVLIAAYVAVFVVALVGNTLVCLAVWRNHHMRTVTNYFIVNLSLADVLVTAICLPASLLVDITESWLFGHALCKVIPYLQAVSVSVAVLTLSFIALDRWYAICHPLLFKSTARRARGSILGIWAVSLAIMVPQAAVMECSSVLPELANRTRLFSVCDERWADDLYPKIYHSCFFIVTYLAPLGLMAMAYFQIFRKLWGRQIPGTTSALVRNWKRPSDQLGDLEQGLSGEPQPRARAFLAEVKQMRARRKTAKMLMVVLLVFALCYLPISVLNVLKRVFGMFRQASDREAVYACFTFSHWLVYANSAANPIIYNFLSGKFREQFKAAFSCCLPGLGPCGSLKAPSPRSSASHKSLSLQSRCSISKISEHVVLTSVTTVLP
OX1R antag-2 = antagonists of human orexin 1 receptor | CHO/OX1R cells, Fluo-8 calcium fluorescence, orexin A | actives 0.43% (n = 330,000) | O43613 | AID 434989 | inhibition, % at 5 µM;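 active = inhibition above its plate's threshold, mean inhibition of all tested compounds on the plate plus 3 SD, cut at about 37% in these data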;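 also: 0% = orexin A challenge wells and 100% = SB-334867-A antagonist wells; not every result past the cut was called active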
* marks the source's active call; other numbers are inactive results.

OX1R antag-1 | OX1R antag-2 | Molecule
9 | -19 | CCCN1Cc2cccc(C(=O)Nc3cc(OC)cc(OC)c3)c2C1=O
6 | -17 | COc1ccc(OC)c(S(=O)(=O)N2CCC(C(=O)NCc3ccccc3)CC2)c1
13 | -6 | C=CCn1c(Cc2cccs2)nnc1SCC(=O)Nc1ccc(OC)cc1
15 | -32 | Cc1c(N=C2N=C(NC(=O)c3ccc(F)cc3)c3ccccc32)c(=O)n(-c2ccccc2)n1C
16 | -20 | O=S(=O)(NC(=S)Nc1ccccc1)c1ccc(F)cc1
37 | -16 | Cc1cccc(C)c1NC(=O)CN1C(=O)S/C(=C\c2cccn2-c2cccc(C(=O)O)c2)C1=O
12 | 0 | N=C(N)SCCN
4 | -8 | COC(=O)c1ccc(C2C(Oc3ccc(OC)cc3)C(=O)N2CCc2ccc(OC)c(OC)c2)cc1 (configuration not stated)
10 | -6 | COCCCNC(=O)C(=O)Nc1ccc2c(c1)N(S(=O)(=O)c1cccs1)CCC2
15 | -22 | CC1CCc2c(sc(NC(=O)COC(=O)c3ccc(NC(=O)CC#N)cc3)c2C#N)C1 (configuration not stated)

Record cards, from the list above:
C=CCn1c(Cc2cccs2)nnc1SCC(=O)Nc1ccc(OC)cc1 across the screens: OX1R antag-1: 13; OX1R antag-2: -6
CC1CCc2c(sc(NC(=O)COC(=O)c3ccc(NC(=O)CC#N)cc3)c2C#N)C1 (configuration not stated) across the screens: OX1R antag-1: 15; OX1R antag-2: -22

Additional results
OX1R antag-1 | OX1R antag-2 | Molecule
18 | 2 | COc1c(C)cc(Br)cc1C(=O)Nc1ccc(N2CCN(S(C)(=O)=O)CC2)cc1
10 | -9 | CC(C)C[C@H](NC(=O)Nc1cccc(Cl)c1)C(=O)O
13 | 7 | O=C(O)c1ccc(/C=N/NC(=O)c2ccc(NS(=O)(=O)c3cccs3)cc2)cc1
8 | -14 | CN(Cc1ccccc1)C(=O)COC(=O)c1cncc(Br)c1
18 | -18 | COc1c(Cl)ccc(Cl)c1C(=O)NC(=O)Nc1nc(C)cc(C)n1
10 | -29 | COCCN(C(=O)CCC(=O)Nc1cc(C)on1)C(C(=O)NC(C)(C)C)c1cccc(OC)c1OC (configuration not stated)
20 | -10 | COC(=O)c1ccc(C23CC4(C2)[C@H](CN(Cc2ccc(-c5ccccc5)cc2)[C@@H]4c2ccccc2)C3c2ccc(C(F)(F)F)cc2)cc1 (some centres not stated)
3 | -8 | CCN(CC)C(=O)c1nc[nH]c1C(=O)N1CCc2ccccc2C1
-15 | 8 | C#CCOCCOCCOCCNc1nc(N2CCN(C(=O)CCCCCCCCCCNC(=O)Cn3cc(C[C@@H](C)O)nn3)CC2)nc(N2CCN(C(=O)CCCCCCCCCCNC(=O)[C@@H](CCSC)n3cc(CCO)nn3)CC2)n1
20 | -16 | CCc1cccc(NC(=O)Cc2cn(C)c3ccccc23)c1
13 | -10 | CCN1C(=O)[C@@H]2Cc3c([nH]c4ccccc34)C(c3ccc(OC)cc3)N2C1=S (some centres not stated)
14 | -29 | Clc1ccc(-c2cn3cc(Cl)ccc3n2)cc1
16 | 4 | COc1ccc(OC)c(N(CC(=O)N2CCN(c3cc(Cl)ccc3C)CC2)S(C)(=O)=O)c1
-5 | -7 | COc1ccc(S(=O)(=O)NCCc2ccncc2)cc1
18 | 3 | Cc1nc(-c2ccc(NC(=O)c3ccccc3Br)cc2)cs1
24 | -27 | CCOC(=O)c1ccc(NC(=S)Nc2ccc(Cl)cn2)cc1
18 | -7 | COc1cc2ncnc(NCCc3ccccc3)c2cc1OC
23 | -43 | CCOC(=O)c1c(NC(=O)COC(=O)c2nc(Cl)ccc2Cl)sc(C(=O)NC)c1C
-1 | -8 | NC(=O)c1ccc(NC(=O)CN2CCOCC2)cc1
14 | -17 | S=c1[nH]nc(-c2ccc3ccccc3n2)n1-c1ccc(Cl)cc1
9 | -23 | O=C(COc1ccc(Cl)cc1)N(Cc1cccs1)C1CCS(=O)(=O)C1 (configuration not stated)
7 | -10 | O=C(O)CSc1nnnn1C1CCCCC1
16 | -8 | CCCCCc1nc2c(C#N)c(-c3ccc(Cl)cc3)ccn2n1
5 | -12 | CC(C)c1nnc(NC(=O)CCN2C(=O)c3ccccc3C2=O)s1
21 | -22 | CC(=O)CCc1ccc(OCCCOc2cccc3cccnc23)cc1
5 | -14 | O=C(Nc1cccc(S(=O)(=O)NC2=NCCC2)c1)C1CCCCC1
28 | -24 | CCOC(=O)c1c(C)[nH]c(C(=O)CSc2nnnn2-c2ccccc2)c1C
21 | -18 | O=C1c2ccccc2CN1CCNS(=O)(=O)c1ccc2ccccc2c1
9 | -16 | O=C(c1ccc(Oc2ccccc2)cc1)c1nc2c(n1O)CCCC2
6 | -11 | COCCSc1nnc(NC(=O)c2ccc(NC(C)=O)cc2)s1
2 | -2 | Cc1ccc(S(=O)(=O)/N=C(\Sc2ccccc2)c2ccccc2)cc1
16 | -7 | O=C(Nc1nc(COc2ccccc2)cs1)C12CC3CC(CC(C3)C1)C2
35 | -16 | COc1ccccc1NC(=O)CCN1CC(C)OC(C)C1 (configuration not stated)
11 | -6 | CCOC(=O)C1(CCCc2ccccc2)CCN(C(=O)COC)CC1
4 | 1 | C[C@@H](C(O)c1ccccc1)N(C)C(=O)CCc1ccccc1 (some centres not stated)
17 | 11 | Cc1ccc(NC(=O)CSc2ccccc2)cc1S(=O)(=O)N1CCCCC1
3 | -36 | Cc1ccc(C(=O)Nc2cccc(NC(=O)c3ccc(C)cc3)n2)cc1
4 | -16 | O=C(CSc1ncn(-c2ccccc2)n1)Nc1nc(-c2ccccc2)cs1
5 | 11 | Cc1ccccc1C(=O)N=c1ccn(-c2nc3ccccc3nc2NS(=O)(=O)c2ccc(F)cc2)cc1
14 | -36 | CCOC(=O)Nc1ccc2c(c1)N(C(=O)N(CC)CC)c1ccccc1CC2
17 | -23 | Cc1ccc(S(=O)(=O)N(C)CC(=O)Nc2ccc3c(c2)OCO3)cc1
31 | -32 | CC(C)COC(=O)NCCCOC(=O)Nc1ccccc1
19 | -23 | COc1cc(/C=N\NC(=O)c2ccc(Cl)cc2)ccc1Oc1ccc([N+](=O)[O-])cn1
4 | -28 | CCOC(=O)Cn1nnnc1CN(Cc1cccs1)Cc1cc2cc(C)ccc2[nH]c1=O
9 | -20 | CC1(C)CC(=O)C2=C(C1)NC(=O)NC2c1ccc(Cl)cc1 (configuration not stated)
13 | -16 | Cc1ccc(C(=O)NC(=S)NNS(=O)(=O)c2ccccc2)cc1
23 | -6 | COc1ccc(CCNC(=O)CSc2nc(O)c(C(C)C)c(=O)[nH]2)cc1OC
25 | -10 | Cc1ccc(/C(O)=C2\C(=O)C(=O)N(C)C2c2ccc([N+](=O)[O-])cc2)cc1 (configuration not stated)
45 | -1 | Cc1cc(NS(=O)(=O)c2ccc(NC(=O)COc3c(C)cc(Br)cc3C)cc2)no1
3 | 0 | Cc1ccc2cc(NC(=O)c3ccccc3)ccc2n1

More entries follow:
OX1R antag-1 | OX1R antag-2 | Molecule
8 | -2 | Cn1nc(-c2ccc(Cl)cc2)cc1NC(=O)Nc1ccccc1
11 | -22 | CCOC(=O)c1c(NC(=O)Cn2cnc3sc(C)c(-c4ccccc4)c3c2=O)sc(C)c1C
41 | -7 | CC(C)NC(=O)CN1C(=O)c2ccccc2S1(=O)=O
13 | -8 | CCCCCCCc1nc2sc3c(c2c(=O)n1N)CC(C)(C)OC3
13 | -5 | O=C(Cc1ccccc1)NNC1CC(=O)N(c2ccc(Br)cc2)C1=O (configuration not stated)
-2 | -19 | O=C(NCc1ccccc1C(F)(F)F)C1CCC(=O)N(CCCc2ccccc2)C1 (configuration not stated)
9 | -14 | CCc1ccccc1OCCCOc1ccc(OC)cc1
23 | -7 | C=CCCN([C@@H](C)C(=O)OC)S(=O)(=O)c1ccccc1Br
8 | 1 | CN1CCC(Oc2ccc(Sc3ccccc3)cc2)CC1
6 | 4 | O=c1[nH]c(/C(Cl)=C/c2cccc(F)c2)nc2cc(C(F)(F)F)ccc12
24 | -17 | Clc1ccccc1CNc1nc2ccccc2n2cnnc12
9 | -21 | CN1CCC(OC(=O)c2ccc(Br)cc2)CC1
12 | -24 | COc1ccc(-n2cnnc2SCc2csc(-c3ccccc3)n2)cc1
36 | -19 | CCC(=O)Nc1cc2nn(-c3ccccc3)nc2cc1Cl
55 | -18 | CCn1c2ccccc2c2cc(NC(=O)C(=O)NCC3CCCO3)ccc21 (configuration not stated)
8 | 3 | C=CCn1c(SCC(=O)N(C)C)nc2cc(C(=O)O)ccc2c1=O
4 | -33 | CCCCOc1ccc(NC(=O)CN2CCN(Cc3ccccc3)CC2)cc1
16 | -6 | CCOC(=O)C1=C(CC)Nc2ccccc2N=C1NC(=O)c1cccc(S(=O)(=O)N2CCCC2)c1
-2 | -30 | O=C(NCc1ccccc1)[C@@H]1CSC2c3ccccc3C(=O)N21 (some centres not stated)
13 | -35 | COc1ccc(C(=O)CC(=O)c2ccc(OC)cc2)cc1
8 | -22 | Cc1ccc(-n2nnnc2SCC(=O)N2CCCCC2)cc1
1 | -17 | CCOC(=O)c1ccc(COC(=O)CCc2nc(-c3ccccc3)c(-c3ccccc3)o2)cc1
9 | -16 | O[C@@H]1CN(Cc2ccc(-n3cccn3)cc2)CC[C@H]1N1CCN(c2ccccc2F)CC1
10 | -1 | O=C(COC(=O)/C=C/c1ccc(S(=O)(=O)N2CCOCC2)cc1)Nc1ccccc1F
17 | -35 | O=C(CSc1nc(CCC2CCCC2)nc2ccccc12)NCc1ccc2c(c1)OCO2
26 | -28 | COCCCn1c(CCC(=O)O)ccc1-c1cccs1
50 | -7 | COc1ccc(OC)c(C(=O)CSc2nnc(-c3cccs3)o2)c1
0 | -16 | COc1ccc(CSCCN)cc1Cl
10 | -22 | COc1ccc(S(=O)(=O)N(C)CC(=O)N2CCC(C)CC2)cc1Cl
-5 | -27 | O=C(COC(=O)COc1ccccc1F)Nc1cccc(S(=O)(=O)N2CCCCC2)c1
4 | -13 | C=CCn1c(NCc2ccc(OC)cc2O)nc2ccccc21
20 | -10 | CC(C)Oc1ccc(/C(O)=C2/C(=O)C(=O)N(Cc3cccnc3)C2c2ccco2)cc1 (configuration not stated)
4 | -37 | O=C(CCNC(=O)c1ccc(Br)cc1)Nc1ccccc1N1CCCCC1
7 | -9 | CC(C)(C)N1CC(C(=O)Nc2cccc(Cl)c2Cl)CC1=O (configuration not stated)
1 | -11 | CCCn1c(=O)c(-c2ccccc2)c(O)c2ccccc21
5 | -16 | COc1cc(C(=O)OCC(=O)NC2CCCC2)cc(NC(=O)c2ccco2)c1OC
10 | -16 | COc1ccccc1C(=O)C1CCCN(C(=O)c2ccccc2Cl)C1 (configuration not stated)
9 | -20 | CCOc1ccc(OCC)c(NC(=O)C(NS(=O)(=O)c2ccc3c(c2)oc(=O)n3C)C(C)C)c1 (configuration not stated)
1 | 14 | Cc1ccc(C2/C(=C(/O)c3ccccc3)C(=O)C(=O)N2CCN2CCOCC2)o1 (configuration not stated)
6 | -41 | O=C1CN(C(=O)CSc2nc3ccccc3c(=O)n2CC2CCCO2)c2ccccc2N1 (configuration not stated)
12 | -9 | O=S(=O)(c1cccc(-c2n[nH]c(=S)o2)c1)N1CCOCC1
5 | -7 | O=Cc1c(NCCCN2CCCC2=O)c2ccccc2[nH]c1=O
23 | -16 | CC(C)N(C)C1CCN(S(=O)(=O)c2ccc(-c3ccc(=O)[nH]n3)s2)CC1
25 | -8 | COc1ccccc1C(=O)Nc1nnc(SCC(=O)NCc2ccco2)s1
13 | -1 | Cc1cc(NC(=O)c2c([N+](=O)[O-])cnn2C)no1
20 | 0 | Cc1nn(-c2ccccc2)c(N)c1C1(O)C(=O)Nc2ccc([N+](=O)[O-])cc21 (configuration not stated)
25 | -13 | CCN(CC)S(=O)(=O)c1ccc(NC(=O)C(C)N(c2ccccc2)S(C)(=O)=O)cc1 (configuration not stated)
34 | -29 | Cc1ccc(Nc2nc(CSc3nnc(-c4cccnc4)n3-c3ccccc3F)cs2)cc1

Molecules from the list above that contain a thiophene ring, fused or not:
OX1R antag-1 | OX1R antag-2 | Molecule
13 | -6 | C=CCn1c(Cc2cccs2)nnc1SCC(=O)Nc1ccc(OC)cc1
10 | -6 | COCCCNC(=O)C(=O)Nc1ccc2c(c1)N(S(=O)(=O)c1cccs1)CCC2
15 | -22 | CC1CCc2c(sc(NC(=O)COC(=O)c3ccc(NC(=O)CC#N)cc3)c2C#N)C1 (configuration not stated)
13 | 7 | O=C(O)c1ccc(/C=N/NC(=O)c2ccc(NS(=O)(=O)c3cccs3)cc2)cc1
23 | -43 | CCOC(=O)c1c(NC(=O)COC(=O)c2nc(Cl)ccc2Cl)sc(C(=O)NC)c1C
9 | -23 | O=C(COc1ccc(Cl)cc1)N(Cc1cccs1)C1CCS(=O)(=O)C1 (configuration not stated)
4 | -28 | CCOC(=O)Cn1nnnc1CN(Cc1cccs1)Cc1cc2cc(C)ccc2[nH]c1=O
11 | -22 | CCOC(=O)c1c(NC(=O)Cn2cnc3sc(C)c(-c4ccccc4)c3c2=O)sc(C)c1C
13 | -8 | CCCCCCCc1nc2sc3c(c2c(=O)n1N)CC(C)(C)OC3
26 | -28 | COCCCn1c(CCC(=O)O)ccc1-c1cccs1
50 | -7 | COc1ccc(OC)c(C(=O)CSc2nnc(-c3cccs3)o2)c1
23 | -16 | CC(C)N(C)C1CCN(S(=O)(=O)c2ccc(-c3ccc(=O)[nH]n3)s2)CC1
